# Source: PubChem BioAssay
# TPT1 inhibitor = C. albicans TPT1 enzyme inhibition; inhibition, % at 5 µM; recombinant caTPT1, FP RNA substrate dephosphorylation; actives 0.81% (n = 300,000); AID 1962;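 active means inhibition above the mean of all tested compounds plus 3 SD, set per screening campaign, cut at about 24% in these data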;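 further: plate controls were DMSO alone for no effect and ferristatin control at 100 nM for full effect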
# JMJD2C inh = human JMJD2C demethylase inhibition; inhibition, % at 2.35 µM; actives 0.069% (n = 330,000); Q9H3R0; GST-JMJD2C(1-420) H3K9me3 demethylation, DELFIA europium;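 active means more than half of a compound's replicate wells show inhibition beyond 50%, single wells judged on their own value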;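 further: signal counts dimethyl H3K9 product captured on neutravidin plate; 0% = median of DMSO wells and 100% = 0.3 times that DMSO median; strong numbers were not always called active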
# Target sequence (Q9H3R0 1-420 limits assumed): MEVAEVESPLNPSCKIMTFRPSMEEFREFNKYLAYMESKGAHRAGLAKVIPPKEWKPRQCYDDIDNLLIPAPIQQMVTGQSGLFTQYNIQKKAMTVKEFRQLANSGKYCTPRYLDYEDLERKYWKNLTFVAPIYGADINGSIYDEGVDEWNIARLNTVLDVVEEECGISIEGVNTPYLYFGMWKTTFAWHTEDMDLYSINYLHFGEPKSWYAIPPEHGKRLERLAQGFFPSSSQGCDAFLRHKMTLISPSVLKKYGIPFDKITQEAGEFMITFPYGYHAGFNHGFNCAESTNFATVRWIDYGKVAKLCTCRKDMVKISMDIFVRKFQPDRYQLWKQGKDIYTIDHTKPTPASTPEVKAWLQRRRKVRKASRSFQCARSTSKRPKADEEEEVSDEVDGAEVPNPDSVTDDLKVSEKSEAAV
# proCasp3 act = procaspase-3 (human) activation; recombinant procaspase-3 D3A, Ac-DEVD-pNA absorbance 405 nm; P42574; actives 0.11% (n = 330,000); activation, % at 8.5 µM; AID 463141;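 active means activation above the mean of all tested compounds plus 3 SD, cut at about 21% in these data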;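 further: 0% = DMSO alone and 100% = DMSO wells spiked with extra 5 µM PC-3 D3A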
# Target sequence (P42574 whole entry D9A/D28A/D175A): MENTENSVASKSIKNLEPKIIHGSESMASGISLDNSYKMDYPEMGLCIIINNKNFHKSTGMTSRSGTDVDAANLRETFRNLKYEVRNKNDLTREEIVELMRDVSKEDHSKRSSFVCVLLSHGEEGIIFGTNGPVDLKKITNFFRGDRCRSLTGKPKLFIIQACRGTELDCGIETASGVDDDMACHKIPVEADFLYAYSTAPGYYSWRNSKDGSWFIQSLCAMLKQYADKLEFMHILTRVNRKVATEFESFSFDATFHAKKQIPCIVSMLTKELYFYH
#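 Evaluation: percent activation relative to control range; Material: Procaspase-3 D3A mutant, all three cleavage aspartates alanine; Compound: single dose, 8.5 µM nominal compound, 0.8% DMSO; Replication: one well per compound; Signal: absorbance at 405 nm, 0 and 120 min; Schedule: 1 h preincubation plus 2 h reaction at 25 °C.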
# Efflux pump inh = antifungal efflux pump inhibition, Nile Red retention; S. cerevisiae Candida pump triplex; inhibition, % at 10 µM; actives 0.44% (n = 330,000);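 active means plate passing quality check with inhibition over a set limit, or well fluorescence over plate mean plus 4 SD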;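 further: Nile Red retained in pooled yeast measured as flow cytometry median fluorescence; 0% = buffer negative control and 100% = Enniatin B positive control; higher means more Nile Red kept so more efflux inhibition; some compounds called inactive have numbers as strong as hits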
# PP1 counter = counter-screen for PP5 inhibitors: inhibitors of human PP1-alpha | AID 2235 | actives 0.9% (n = 320,000) | P62136 | inhibition, % at 6.7 µM | purified PP1alpha, OMFP fluorescence;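 active means inhibition above the mean inhibition of all tested compounds plus 3 SD, computed separately for each screening campaign, cut at about 15% in these data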
# Target sequence (P62136 whole entry, looked up): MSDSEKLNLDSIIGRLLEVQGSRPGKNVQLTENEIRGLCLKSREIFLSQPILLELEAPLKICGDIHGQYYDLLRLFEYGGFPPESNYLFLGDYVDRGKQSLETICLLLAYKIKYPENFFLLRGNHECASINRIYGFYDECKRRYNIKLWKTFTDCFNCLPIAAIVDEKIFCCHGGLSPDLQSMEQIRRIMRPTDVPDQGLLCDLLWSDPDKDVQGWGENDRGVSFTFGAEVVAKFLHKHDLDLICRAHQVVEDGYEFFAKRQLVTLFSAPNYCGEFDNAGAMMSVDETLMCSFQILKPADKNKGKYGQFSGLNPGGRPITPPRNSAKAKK
# HCV core dimer = HCV core protein dimerization inhibition. TR-FRET GST/Flag-core106 dimerization, 1536-well. inhibition, % at 5 µM. actives 0.33% (n = 300,000);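 active means inhibition above the mean of all tested compounds plus 3 SD, set per screening campaign, cut at about 45% in these data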
#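 System: GST/Flag-tagged HCV core106 proteins. Incubation: compound-protein-antibody incubation 4 h at 22.5 °C. Technique: HTRF with 340 nm excitation, 617/671 nm emission. Medium: KF-containing HEPES buffer, pH 7.45, DTT, CHAPS, BSA. Read-out: inhibition (%) from 671 over 617 nm ratio. Also added: Eu(K)-anti-GST 90 ng/mL plus XL665-anti-Flag 1 µg/mL.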
# proCasp7 act = activates human procaspase-7, counter-screen for procaspase-3 activators; P55210; recombinant procaspase-7, Ac-DEVD-pNA absorbance 405 nm; D23A/D198A/D206A triple mutant, cannot self-cleave; scale: DMSO 0, 5 µM enzyme 100; activation, % at 8.5 µM; actives 0.093% (n = 330,000);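 active means percent activation above the screen-wide mean plus 3 SD, cut at about 25% in these data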
#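 signal = Epi-absorbance of released pNA at 405 nm, two timepoints | assay system = Uncleavable procaspase-7 mutant enzyme | reagent = Ac-DEVD-pNA substrate, 400 µM as added | times = 1 h enzyme–compound preincubation and 2 h substrate reaction, both 25 °C | benchmarks = low DMSO alone, high DMSO plus 5 µM PC-7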
# PP5 primary = blocks human protein phosphatase 5 activity; purified PP5c, OMFP substrate fluorescence; inhibition, % at 6.7 µM; actives 0.18% (n = 320,000); AID 1987;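 active means inhibition above the campaign's mean inhibition across all tested compounds plus 3 SD, cut at about 9.5% in these data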;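 further: 0% = DMSO only and 100% = 100 µM cantharidin control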
# CTSL1 counter = cathepsin L1 inhibition, PFM18AAP counter-screen; recombinant F. hepatica cathepsin L1, Z-Leu-Arg-MCA fluorescence; actives 0.49% (n = 300,000); inhibition, % at 5.96 µM;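 active means inhibition above the mean of all tested compounds plus 3 SD, set per screening campaign, cut at about 17% in these data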;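 further: 0% = plate median of test compound wells and 100% = 1 µM Z-Phe-Ala-diazomethylketone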
# An asterisk follows results filed as active; nt = no result given.
nr	smiles	TPT1 inhibitor	JMJD2C inh	proCasp3 act	Efflux pump inh	PP1 counter	HCV core dimer	proCasp7 act	PP5 primary	CTSL1 counter
1	CCC1(c2ccccc2)NC(=O)N(CC(=O)Nc2ccccc2C(=O)NC2CCCC2)C1=O (stereo unspecified)	-1	-22	3	0.2	-4	1	1	-0.3	2
2	CC(=O)N1c2ccccc2C(CBr)=CC1(C)C	-5	1	-13	0.2	-1	-9	-11	1.1	1
3	CCCOP(=O)(OCCC)c1nc(-c2ccccc2)oc1NCc1ccccc1	0	14	-1	-1.3	2	9	-4	2.6	2
4	CCOC(=O)c1c(NC(=O)CN2CCN(C)CC2)sc(C(=O)Nc2ccccc2)c1C	-2	-1	-1	0.1	1	1	1	4.0	6
5	Cc1c(C)c2c(OCC(=O)Nc3ccc(CCO)cc3)cc3c(c2oc1=O)CCC(C)(C)O3	4	37	-2	0.9	3	5	0	6.3	-1
6	CC1C(=O)N(Cc2ccc([N+](=O)[O-])cc2)c2ccccc2N1C(=O)c1c(F)cccc1F (stereo unspecified)	-1	-8	1	-0.2	4	14	4	0.3	2
7	C=CCOc1ccc(C=Nc2cccc(Cl)c2)c(O)c1	-2	2	-6	-0.1	4	-7	-9	0.8	-4
8	O=C(NCCCN1CCCC1=O)c1cn(-c2ccccc2)nc1-c1ccccc1	-1	12	11	0.2	0	-4	-1	5.6	-1
9	C=CCN=Cc1c(C)[nH]n(-c2ccccc2)c1=O	1	6	9	-0.3	1	5	9	-0.1	-3
10	Cn1cccc1C(=O)NNC(=O)COc1ccc(Br)cc1	-1	3	6	0.0	-5	-3	6	2.4	1
11	Cc1ccccc1OS(=O)(=O)c1cn(C)c(=O)n(C)c1=O	4	5	1	0.0	-3	-1	13	-0.6	-4
12	Clc1ccc(Cl)c(OCCCCN2CCNCC2)c1	2	-2	3	-0.1	1	1	16	7.7	3
13	COc1ccc(S(=O)(=O)N2CCN=C2SCc2cccnc2)cc1	5	14	-4	0.0	-4	-6	-8	2.4	-3
14	COc1ccccc1C(=O)COC(=O)C1CCN(S(=O)(=O)c2ccc(C)c(C)c2)CC1	2	1	-2	0.1	0	9	13	3.1	4
15	O=C(Nc1ccc2nc(N3CCOCC3)sc2c1)c1ccc(F)cc1	nt	4	-2	-0.1	-1	nt	-9	-1.4	nt
16	CCOC(=O)c1nn(-c2ccccc2Cl)c(=O)cc1OCC(=O)Nc1cccc(OC)c1	-4	10	-9	-0.1	-1	7	2	0.2	-2
17	c1ccc(CCc2nn3c(Cc4ccccc4)nnc3s2)cc1	-4	7	-6	0.0	3	7	-17	-1.0	-4
18	O=S(=O)([N-]c1nc2ccccc2nc1-[n+]1ccccc1)c1ccc(Cl)cc1	-4	-5	-1	-0.3	-1	6	-5	1.4	-2
19	CCCc1cc(=O)[nH]c(Nc2ccc(OC)c(Cl)c2)n1	2	nt	-4	-0.1	0	-12	10	0.8	-2
20	Cn1ccnc1C(=O)c1ccc(S(=O)(=O)N2CCCC2)cc1	2	6	-8	0.0	-6	4	0	-0.9	0
21	CCOC(=O)Cn1c(=O)oc2cc(S(=O)(=O)N3CCN(C(=O)c4ccco4)CC3)ccc21	-1	1	-11	-0.2	-1	-9	-4	-0.4	-1
22	CC(C)(C)OC(=O)N1CCC(CC2CC(c3cccc(Br)c3)=NO2)(C(=O)NCC2CCCCC2)CC1 (stereo unspecified)	-1	0	2	0.0	-5	-9	4	-0.2	4
23	O=C(Nc1ccccc1C(=O)N1CCCC1)C1COc2ccccc2O1 (stereo unspecified)	2	-5	-6	-0.1	-2	-10	19	-0.7	1
24	CCCC(=O)Nc1nc2ccc(C(=O)OCC)cc2s1	-3	13	4	0.2	-1	-1	13	3.1	0
25	Cc1ccc(S(=O)(=O)N2CCC(C(=O)OCc3c(C)noc3C)CC2)cc1C	2	3	-9	0.1	-2	4	5	0.9	4

# Arranged by value in JMJD2C inh (ascending): some entries from above.
entry | Molecule | JMJD2C inh
12 | Clc1ccc(Cl)c(OCCCCN2CCNCC2)c1 | -2
21 | CCOC(=O)Cn1c(=O)oc2cc(S(=O)(=O)N3CCN(C(=O)c4ccco4)CC3)ccc21 | 1
20 | Cn1ccnc1C(=O)c1ccc(S(=O)(=O)N2CCCC2)cc1 | 6

# Continuation.
nr	smiles	TPT1 inhibitor	JMJD2C inh	proCasp3 act	Efflux pump inh	PP1 counter	HCV core dimer	proCasp7 act	PP5 primary	CTSL1 counter
26	CC(=O)c1sc(NC(=O)COc2ccc(C)c(C)c2)nc1C	2	-1	12	0.1	-1	0	-5	-1.2	3
27	OC(c1ccccn1)c1c[nH]c2ccccc12 (stereo unspecified)	-12	-6	-10	0.0	-2	2	-10	0.6	-1
28	COC(=O)c1ccc(CNC(=O)COC(=O)C2CCC(C(C)(C)C)CC2)cc1 (stereo unspecified)	0	-20	-3	0.8	3	1	-3	7.3	-1
29	COc1ccc(C2CC(=O)c3cnc(N4CCN(Cc5ccccc5)CC4)nc3C2)cc1 (stereo unspecified)	-1	14	0	0.0	-1	22	4	5.7	2
30	Cc1cc(C)nc(NS(=O)(=O)c2ccc(NS(=O)(=O)c3ccccc3)cc2)n1	0	2	2	0.1	-4	3	16	2.4	1
31	COc1ccc2c(c1OC)C(=O)N(c1ncn[nH]1)C2	1	21	0	0.0	0	-6	1	0.6	1
32	COc1ccc(S(=O)(=O)N2CCCC2CNC(=O)C(=O)NCc2ccccc2)cc1 (stereo unspecified)	0	8	0	-0.1	33*	6	3	-0.9	-1
33	Cc1cc(C)n(CC(=O)NNC(=O)CCCOc2ccc(Cl)cc2C)n1	-1	11	2	-0.1	-5	0	-12	-2.1	5
34	CCc1cc2c(SCC#N)ncnc2s1	2	-2	-5	0.1	1	0	-3	4.5	-1
35	COc1ccc(C(=O)Oc2c(CN3CCOCC3)cc(Cl)c3cccnc23)cc1OC	2	-12	9	-0.1	-1	-1	-7	2.8	-2
36	COc1ccc(OC)c(-c2csc(NC(=O)c3ccc4c(c3)OCO4)n2)c1	-3	0	2	0.0	-7	9	9	1.8	0
37	O=C(COc1ccc(Cc2ccccc2)cc1)c1ccc(F)cc1	-4	1	11	-0.2	3	-9	3	3.5	-4
38	Cc1oc(-c2cccc(Cl)c2)nc1CN1CCCC(C(=O)NCCCN2CCOCC2)C1 (stereo unspecified)	-1	5	10	0.0	-3	5	1	0.5	-3
39	O=[N+]([O-])c1ccc(Cl)c(NC2=NCCCCC2)c1	-5	3	-1	0.0	-1	0	-2	2.5	-9
40	Cc1ccc(C(=O)Cn2cccn2)cc1	0	-4	-1	-0.1	-4	1	-2	-0.4	0
41	COC(=O)c1ccc(NC(=O)CN2C(=O)CCC2=O)cc1	-3	-1	1	0.0	-3	-1	12	-4.5	6
42	O=S(=O)(Cc1ccccc1)N1CCN(c2ncccn2)CC1	-2	-2	-4	0.0	1	-10	4	1.0	-2
43	CN(C)CCCn1c(=O)n(CCc2ccccc2)c(=O)c2c3c(sc21)CCCCC3	-15	-1	10	0.1	2	-2	4	-1.0	0
44	Cc1ccc2nc(N(CCCN(C)C)C(=O)c3ccc4c(c3)CCCC4)sc2c1	-2	-14	0	-0.2	6	-6	6	1.6	3
45	Cn1cc(Br)c(C(=O)Nc2ncc(Br)s2)n1	0	-9	5	0.0	0	-24	8	2.7	-3
46	Fc1ccc(-c2ccc(CNCc3ccccn3)o2)cc1	2	-1	-5	0.1	-2	10	8	-1.0	2
47	CN(C(=O)CSc1n[nH]c(N)n1)C1CCCCC1	nt	6	6	-0.2	nt	nt	2	nt	nt
48	Cc1ccc(NC(=O)CSc2nc(O)c(Cc3ccccc3)c(=O)n2-c2ccccc2)cc1	2	-6	-3	-0.2	-1	12	-3	-0.2	2
49	CC(C)N(Cc1ccccc1)C(=O)CN1C(=O)NC(Cc2ccccc2)(c2ccccc2)C1=O (stereo unspecified)	-2	4	7	-1.1	3	9	11	0.9	5
50	CSc1nc(Oc2ccc(F)cc2F)cc(C(F)(F)F)n1	-5	5	1	0.0	-3	-6	6	2.5	1
51	Cc1ccccc1N1CCN(CCC(=O)Nc2ccc(F)cc2)CC1	3	-1	4	0.1	2	11	-4	-1.4	4
52	COc1ccccc1-c1c(NC(=O)c2ccco2)n(C)c2ccccc2c1=O	3	2	-6	0.1	-4	5	4	-1.6	2
53	COc1ccc(NC(=O)CSCC(=O)Nc2cccc(S(=O)(=O)N3CCCCCC3)c2)cc1	1	0	-3	0.3	-6	5	-1	1.9	0
54	CCC1CCCCN1C(=O)CCc1nnc(Cc2cc(OC)ccc2OC)o1 (stereo unspecified)	-1	-7	7	0.1	0	-4	-2	0.6	-4
55	Cc1cc(C)c2nc(N3CCC(C(=O)N4CCN(C(=O)c5ccco5)CC4)CC3)sc2c1	-7	2	-6	-0.1	1	0	5	3.4	-4
56	COc1cccc(NC(=O)C2CCN(S(=O)(=O)c3ccc4c(c3)NC(=O)CO4)CC2)c1	-4	0	6	-0.1	-7	7	-3	1.2	-4
57	COCCC(=O)NC1CCCc2c1cnn2-c1cccc(C)c1C (stereo unspecified)	0	2	7	0.0	1	9	8	1.5	3
58	Cc1ccc(C)c(-n2c(SCC(=O)NCC3CCCO3)nnc2-c2ccoc2C)c1 (stereo unspecified)	3	177	-19	0.0	-6	2	-25	-1.8	1
59	Cn1c(=O)n(C)c2cc(C(=O)Nc3ccc4c(c3)OCO4)ccc21	-2	-3	1	0.0	-5	6	1	2.3	4
60	COC(=O)c1cc(=O)nc2sc3cc(OC)ccc3n12	-1	-7	-4	-0.1	-5	3	4	0.2	3
61	O=C(Nc1cccc(-c2ccc(N3CCOCC3)nn2)c1)c1ccccc1Cl	0	14	2	0.0	-4	0	3	1.1	1
62	CCN(CC(=O)NC1CCCCCC1)S(=O)(=O)c1ccccc1	2	-2	2	-0.1	-5	-1	-5	-0.7	0
63	CC(=O)NS(=O)(=O)c1ccc(NC(=O)CSc2ccccc2)cc1	-4	-2	-3	-0.1	-9	2	3	-1.6	-1
64	Cn1c(=O)c2c(nc(NN=C3CCCCC3)n2C)n(C)c1=O	-3	8	7	-0.1	-1	2	-2	1.6	-1
65	CC(=O)C1=C(O)C(=O)N(C)C1c1ccccc1F (stereo unspecified)	-4	1	-1	0.0	1	-2	4	-1.5	2
66	CCCCN(C(=O)NCCCCCCNC(=O)N(CCCC)C1CCS(=O)(=O)C1)C1CCS(=O)(=O)C1 (stereo unspecified)	-1	-3	6	0.0	-1	11	-3	1.1	3
67	CCOC(=O)CNC(=O)N1CCc2ccc(NC(=O)c3ccccc3Cl)cc2C1	1	-6	-6	0.3	-2	-12	10	5.3	1
68	COC(=O)c1c(-c2ccc(C)cc2)csc1NC(=O)C1CC=CCC1C(=O)O (stereo unspecified)	-1	-10	-4	-0.1	0	2	4	1.1	2

# The order is random, and some 2.9% of all compounds hit somewhere here.
